# CHRM5 PAM: CHRM5 positive allosteric modulation | P08912 | CHO-K1 hM5, Fluo-8 calcium, ACh EC20 PAM; 0% = ACh EC20, 100% = ACh EC100 | activation, % at 3 µM | actives 0.3% (n = 360,000);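 active means activation above the run cutoff, the mean activation of all test compounds plus 3 SD, cut at about 18% in these data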
#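 Replicates: One well per compound, no replicates | System: Human M5 receptor in CHO-K1 cells | Benchmarks: Low control EC20 acetylcholine (0%), high control EC100 acetylcholine (100%) | Probe or stimulus: Acetylcholine, EC20 level | Times: Fluo-8 loading 80 min at 37 °C plus 30 min room temperature | Signal: Intracellular calcium via Fluo-8 fluorescence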
# M5 antag: blocks acetylcholine activation of human M5 receptor; inhibition, % at 3 µM; AID 624040; CHO-hM5 cells, Fluo-8 calcium fluorescence, ACh EC80; actives 0.59% (n = 360,000); P08912;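 active means inhibition above a per-plate cutoff, the mean of that plate's test compounds plus 3 SD, cut at about 27% in these data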;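 further: 0% = acetylcholine EC80 with DMSO and 100% = DMSO without agonist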
# M1 PAM: human CHRM1 positive allosteric modulation | CHO-K1 hM1, Fluo-8 calcium fluorescence, ACh EC20; 0% = ACh EC20, 100% = maximal ACh | activation, % at 3 µM | actives 0.088% (n = 360,000); in the data active means activation above about 19%, passing the limit was not always enough
# M4 antag: blocks acetylcholine activation of human M4 receptor; P08173; CHO-hM4 cells, ACh EC80, Fluo-8 calcium fluorescence; inhibition, % at 3 µM; actives 0.73% (n = 360,000);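 active means inhibition above its plate's cutoff, the mean inhibition of sample wells plus 3 SD, cut at about 27% in these data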;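 further: 0% = acetylcholine EC80 with DMSO and 100% = DMSO without agonist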
# Target sequence (P08173 whole entry, looked up): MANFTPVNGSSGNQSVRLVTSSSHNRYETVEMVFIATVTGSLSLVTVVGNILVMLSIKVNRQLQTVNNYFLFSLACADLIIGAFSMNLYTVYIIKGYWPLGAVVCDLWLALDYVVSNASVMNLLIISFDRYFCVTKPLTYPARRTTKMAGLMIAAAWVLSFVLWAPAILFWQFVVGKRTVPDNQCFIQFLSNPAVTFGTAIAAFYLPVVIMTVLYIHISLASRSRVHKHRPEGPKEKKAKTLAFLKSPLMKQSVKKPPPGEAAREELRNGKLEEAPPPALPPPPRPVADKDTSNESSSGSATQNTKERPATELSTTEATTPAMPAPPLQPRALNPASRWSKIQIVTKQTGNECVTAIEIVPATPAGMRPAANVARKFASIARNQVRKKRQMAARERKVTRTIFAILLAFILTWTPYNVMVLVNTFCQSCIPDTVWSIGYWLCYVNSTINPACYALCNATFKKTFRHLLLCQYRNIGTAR
# CHRM5 agonist: CHRM5 agonism in calcium assay; CHO-K1 hM5 cells, Fluo-8 calcium fluorescence; 0% DMSO wells, 100% maximal acetylcholine response; activation, % at 3 µM; P08912; actives 0.19% (n = 360,000);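 active means activation above the run's mean over test compounds plus 3 SD, cut at about 23% in these data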;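 further: signal is peak over basal fluorescence ratio across the kinetic read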
# M1 ag: human M1 muscarinic receptor agonism. P11229. CHO-K1 hM1, Fluo-8 calcium fluorescence, agonist mode; 0% DMSO, 100% acetylcholine EC100. activation, % at 3 µM. actives 0.33% (n = 360,000);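 active means activation above the run's mean compound activation plus 3 SD, cut at about 16% in these data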;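 further: peak over basal fluorescence ratio within a 140 s kinetic read after compound addition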
# M1 antag: blocks human M1 muscarinic receptor. AID 588852. actives 1.3% (n = 360,000). P11229. CHO-K1 hM1, Fluo-8 calcium fluorescence, ACh EC80 antagonist. inhibition, % at 3 µM;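 active means percent inhibition above its own plate's cutoff, namely the mean of that plate's compound wells plus 3 SD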;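 further: peak over basal fluorescence ratio during 140 s after agonist addition; 0% = ACh EC80 plus DMSO and 100% = DMSO alone without agonist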
# M4 ag: agonists of human muscarinic M4 receptor (CHRM4). AID 624127. actives 0.14% (n = 360,000). activation, % at 3 µM. P08173. CHO-K1 hM4/Gqi5, Fluo-8 calcium fluorescence; vehicle 0%, full acetylcholine response 100%;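 active means activation above the run mean over all test wells plus 3 SD, cut at about 32% in these data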;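 further: peak over basal fluorescence ratio per well then scaled between controls; 0% = DMSO wells and 100% = acetylcholine at EC100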
# TAAR1 ag: agonists of human TAAR1; activation, % at 3 µM; CHO RD-HGA16 TAAR1, Fluo-8 calcium fluorescence; vehicle wells 0%, saturating PEA agonist 100%; actives 0.99% (n = 360,000); AID 624467;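 active means activation above the mean activation of all test compounds in the run plus 3 SD, cut at about 38% in these data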
#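 Test system: RD-HGA16 (CHO) cells co-expressing Gα16 and hTAAR1; dosing: one-point dosing at 3 µM (nominal); timing: 17-24 h seeding, 75 min 37 °C dye, 30 min RT; signal: kinetic Fluo-8 calcium fluorescence; read-out basis: % activation relative to PEA EC100 response; controls: DMSO and PEA EC100; replicates: n 1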
# * marks the source's active call; other numbers are inactive results; · = not tested or not shown. These rows are one share of the data; rates above refer to the full screens.
compound	CHRM5 PAM	M5 antag	M1 PAM	M4 antag	CHRM5 agonist	M1 ag	M1 antag	M4 ag	TAAR1 ag
CC(C)N(Cc1nc(-c2ccccc2)no1)C(=O)C(C)(C)C	8	1	-9	1	-4	-4	-14	1	3
CCOCCCNC(=O)C(c1ccc(Cl)cc1)N(Cc1ccc2c(c1)OCO2)C(=O)CNC(C)=O (stereo unspecified)	10	4	11	5	3	-4	-13	0	1
CCOc1ccc(NC(=O)CCC(=O)NNC(=O)Nc2ccc(Cl)cc2)cc1	5	-6	5	-4	1	-5	-4	4	30
CC(C)c1ccccc1OCC(O)CN(CC(O)COc1cccc2ccccc12)C(C)C (stereo unspecified)	-4	1	13	6	-5	-4	-4	4	0
C[C@@H]1C=C(C(=O)NC2CC2)O[C@H](OCc2ccc(CO)cc2)C1	1	9	12	3	1	-2	-16	-1	5
CCOC(=O)N1CCN(CC(O)COc2ccccc2C(C)CC)CC1 (stereo unspecified)	-1	-5	1	8	-5	-6	-8	1	22
O=C(O)C1C2C=CC3(CN(Cc4ccccn4)C(=O)C13)O2 (stereo unspecified)	-8	3	2	-1	0	-1	-2	1	5
COc1cccc(NC(=O)COC(=O)CCSc2ccccc2)c1	7	-2	5	-6	1	-1	-16	2	0
COc1ccc(/C=N/Nc2ncnc3c2[nH]c2ccc(C)cc23)c(OC)c1OC	3	1	10	-5	-1	-3	-9	1	1
COc1ccc(NC(=O)CCNS(=O)(=O)c2ccc3[nH]c(=O)oc3c2)cc1Cl	1	-5	1	-15	-4	-2	-5	1	0

# Quoted from the listing:
# Under TAAR1 ag, `CC(C)c1ccccc1OCC(O)CN(CC(O)COc1cccc2ccccc12)C(C)C` (stereo unspecified) is entered as 0
# Under CHRM5 PAM, `C[C@@H]1C=C(C(=O)NC2CC2)O[C@H](OCc2ccc(CO)cc2)C1` is entered as 1

# (continued)
compound	CHRM5 PAM	M5 antag	M1 PAM	M4 antag	CHRM5 agonist	M1 ag	M1 antag	M4 ag	TAAR1 ag
Cc1ccc(C)c(NC(=O)CN(C)C(=O)c2ccc(-c3ccc(Cl)cc3)o2)c1	3	-7	4	-8	0	0	-5	1	-1
O=C(Nc1cccc(C(=O)N2CCCCC2)c1)c1ccccc1Br	-8	-5	-2	-8	-2	-2	-18	2	3
CC1CC(C)(C)NC(=S)N1CCCC(=O)N1CCN(c2ccc(F)cc2)CC1 (stereo unspecified)	-1	-4	-2	8	-1	-9	4	0	-1
Cc1ccc(Cl)cc1NC(=O)NCCN1CCCCC1	-1	-5	-1	15	-6	-10	1	0	2
Fc1ccc(N2N=C(c3cccs3)CC2c2ccco2)c(F)c1 (stereo unspecified)	1	-10	3	-10	-7	-8	-2	-3	13
Cc1cc(=O)[nH]c(N/N=C/c2c(C)nn(-c3ccccc3)c2Cl)n1	-11	8	2	-14	-1	-2	-11	1	2
O=C1NC[C@H](CCCCN2C[C@H](Cc3ccccc3)N(CCC3CCCCC3)C(=O)C2=O)N(Cc2ccccc2)C1=O	-3	3	·	-2	-2	·	·	0	5
CC(C)NC(=O)c1cc(C2CCCCN2S(=O)(=O)c2ccccc2)on1 (stereo unspecified)	-3	13	-12	5	-1	-8	11	-1	1
CCN1C(=O)[C@H]2[C@@H](c3ccc(OC)cc3)N[C@]3(CCCN(Cc4ccc(OC)cc4)C3=O)[C@H]2C1=O	1	4	9	-1	1	-3	-8	0	2
N#Cc1nc(-c2ccc(OCc3ccc(Cl)cc3)cc2)oc1N1CCC(C(N)=O)CC1	-2	12	0	3	0	-7	5	1	-3

# Next part
compound	CHRM5 PAM	M5 antag	M1 PAM	M4 antag	CHRM5 agonist	M1 ag	M1 antag	M4 ag	TAAR1 ag
COc1cccc(-c2cc(C(=O)Nc3cccc(O)c3)no2)c1	-9	3	-8	2	3	-1	1	12	8
COc1ccc(-n2c(SC3CCOC3=O)nc3ccccc3c2=O)cc1Cl (stereo unspecified)	-3	-9	2	-17	1	-3	5	4	7
COc1ccccc1NC(=O)COc1ccc(/C=N/n2cnnc2)cc1OC	2	-6	1	8	3	-4	-3	2	3
CCCCOc1ccc(C(=O)N/C(=C\c2cccc([N+](=O)[O-])c2)C(=O)OC(C)C)cc1	6	-10	-10	-18	-10	-3	0	1	6
CCOC(=O)C1(Cc2ccc(Cl)cc2)CCN(Cc2cnc(N)nc2)CC1	-3	-1	-3	4	-4	-8	8	2	5
Cc1ccc(OCC(=O)Nc2ccc(S(=O)(=O)Nc3ccccn3)cc2)c(C)c1	-2	12	4	-2	0	-6	-8	3	0
COc1ccc(OCCCNCCc2ccccc2)cc1	3	9	-4	-14	-2	-5	12	1	31
O=C(CSc1nc2ccccc2s1)N1c2ccccc2Sc2ccc(C(F)(F)F)cc21	-17	9	0	-9	-5	-3	1	0	2

# One compound at a time (already shown). Values in the order: CHRM5 PAM	M5 antag	M1 PAM	M4 antag	CHRM5 agonist	M1 ag	M1 antag	M4 ag	TAAR1 ag
# Shown for CCCCOc1ccc(C(=O)N/C(=C\c2cccc([N+](=O)[O-])c2)C(=O)OC(C)C)cc1 → 6	-10	-10	-18	-10	-3	0	1	6
# Shown for O=C(CSc1nc2ccccc2s1)N1c2ccccc2Sc2ccc(C(F)(F)F)cc21 → -17	9	0	-9	-5	-3	1	0	2
# Shown for CCOC(=O)C1(Cc2ccc(Cl)cc2)CCN(Cc2cnc(N)nc2)CC1 → -3	-1	-3	4	-4	-8	8	2	5
# Shown for COc1cccc(-c2cc(C(=O)Nc3cccc(O)c3)no2)c1 → -9	3	-8	2	3	-1	1	12	8
# Shown for Cc1ccc(OCC(=O)Nc2ccc(S(=O)(=O)Nc3ccccn3)cc2)c(C)c1 → -2	12	4	-2	0	-6	-8	3	0
